Compound activity (PubChem BioAssay)
PI5P4K alpha inh – inhibitors of human PI5P4K alpha; PI5P4Kalpha enzyme, ADP-Glo luminescence, 60 min; hits give low values; max response, %; AID 652105; actives 1.2% (n = 330,000); active = max response of -50% or lower; inconclusive = between -30% and -50%; inactive = -30% or higher; also: value at the top dose of about 77 µM; % is scaled to controls: 0 for no effect and ±100 for the full control effect
Target sequence (P48426 whole entry, looked up): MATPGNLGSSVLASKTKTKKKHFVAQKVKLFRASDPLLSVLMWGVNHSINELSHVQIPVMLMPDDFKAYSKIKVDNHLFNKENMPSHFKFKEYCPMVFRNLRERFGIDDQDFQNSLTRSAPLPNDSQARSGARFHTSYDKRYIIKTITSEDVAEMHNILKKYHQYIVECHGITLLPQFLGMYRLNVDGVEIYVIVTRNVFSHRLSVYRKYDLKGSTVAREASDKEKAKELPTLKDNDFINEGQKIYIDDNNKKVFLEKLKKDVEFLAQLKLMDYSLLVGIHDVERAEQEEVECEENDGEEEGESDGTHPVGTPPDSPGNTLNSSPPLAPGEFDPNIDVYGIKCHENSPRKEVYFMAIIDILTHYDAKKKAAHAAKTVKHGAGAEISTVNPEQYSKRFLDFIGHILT
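Compounds were pin-transferred onto PI5P4Kalpha and substrate in HEPES pH 7.4 buffer with EGTA, CHAPS and 5% DMSO. ATP (5 microM final) started the reaction, which ran 60 minutes at room temperature before ADP-Glo detection.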
FUS suppressor – suppressors of FUS proteinopathy in yeast; S. cerevisiae FUS-expressing, growth rescue, OD600, 24 h; Potency, µM (top dose mostly 76.6 µM), inactives show at the highest dose growth rescue (activation), most hits filed as activators; actives 0.24% (n = 390,000);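 also: potency is read from the fitted curve at half-maximal effect; plate controls were DMSO vehicle for no effect and reference control for full effect; nearly all actives have a fitted effect of over 55% in size; some results filed as inactive show a strong effect at the top dose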
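S. cerevisiae expressing FUS from galactose induction served as the toxicity model. Growth after 24hr at 30C, read as absorbance at 600 nm, indicates suppression of toxicity; compounds dosed at several concentrations.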
EPAC1 ag – activates human EPAC1 exchange factor; actives 0.073% (n = 360,000); O95398; EPAC1 agonist qHTS, biochemical assay; response scale: 100% = response to 6.5 mM cAMP; Potency, µM (series often up to 154 µM), without a hit: at the top dose activation, actives largely listed as activators; also: potency is read from the fitted curve at half-maximal effect; nearly all actives have a fitted effect of over 60% in size
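Nucleotide exchange by EPAC1 (100 nM) on Rap1B–BODIPY-GDP (250 nM) in the presence of 50 uM GDP is tracked fluorescently at 480/540 nm over 30 min. Signals are normalized to a 6.5 mM cAMP control.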
IL-2 act – activates IL-2 in a cell-based reporter assay; IL-2 activation reporter assay, cell-based qHTS; stimulated with anti-CD3/CD4/CD28 beads; in transgenic mouse T cells; activation, % (series mostly up to about 46 µM); actives 0.065% (n = 360,000); in the data active = activation above about 50%; inconclusive = mostly about 30% to 49%; also: 0% is about no effect
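Readout: EGFP and DsRed signals by fluorescent plate cytometry. Unstimulated transgenic mouse T cells received compound 60 min before antibody-bead stimulation, then incubated 18 h at 37 degrees C.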
PLK1 PBD block – blocks phosphopeptide binding to human PLK1 polo-box domain. P53350. AID 720504. actives 2.8% (n = 360,000). Potency, µM, without a hit: max response, negative = inhibition, hits mostly inhibitors. Plk1 PBD binding of FITC phosphopeptide, fluorescence polarization; also: potency is read from the fitted curve at half-maximal effect; series mostly up to about 57 µM; % is scaled to controls: 0 for no effect and ±100 for the full control effect; nearly all actives have a fitted effect of over 65% in size
Target sequence (P53350 whole entry, looked up, the tested form may be a part): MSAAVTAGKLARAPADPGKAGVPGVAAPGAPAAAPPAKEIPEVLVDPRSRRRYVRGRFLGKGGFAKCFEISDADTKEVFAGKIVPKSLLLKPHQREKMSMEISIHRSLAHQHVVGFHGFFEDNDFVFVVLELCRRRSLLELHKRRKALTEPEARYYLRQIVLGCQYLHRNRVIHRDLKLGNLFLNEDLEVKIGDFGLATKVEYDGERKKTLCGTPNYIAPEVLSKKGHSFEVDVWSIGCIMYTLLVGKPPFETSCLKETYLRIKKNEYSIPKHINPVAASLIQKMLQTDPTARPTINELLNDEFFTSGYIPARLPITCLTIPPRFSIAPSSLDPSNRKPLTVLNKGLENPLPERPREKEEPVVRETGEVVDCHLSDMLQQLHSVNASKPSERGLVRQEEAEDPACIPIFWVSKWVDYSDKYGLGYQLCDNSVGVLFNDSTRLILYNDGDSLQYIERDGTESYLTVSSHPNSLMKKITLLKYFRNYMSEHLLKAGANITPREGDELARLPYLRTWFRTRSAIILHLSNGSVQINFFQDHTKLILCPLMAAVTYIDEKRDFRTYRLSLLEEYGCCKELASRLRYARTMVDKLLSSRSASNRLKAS
Abeta yeast res – A-beta toxicity reversal in yeast; yeast expressing A-beta42, growth rescue, OD600, 48 h; response scale: 0% DMSO, 100% iron-clioquinol control; Potency, µM (titrated, usually from 46.1 µM), for the others: at the top dose growth rescue, most hits filed as activators; actives 0.063% (n = 410,000); AID 1347071; also: potency is read from the fitted curve at half-maximal effect; nearly all actives have a fitted effect of over 55% in size
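Yeast growth medium received pinned compounds, then yeast cells expressing toxic A-beta were added; plates incubated at 30 C for 48 hr. Growth read as absorbance at 600 nm, normalized to DMSO and equimolar FeCl3 plus clioquinol controls.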
EPAC1 antag – blocks human EPAC1 exchange factor; actives 0.14% (n = 360,000); O95398; AID 720709; EPAC1 GEF assay, Rap1b-BODIPY-GDP exchange fluorescence; Potency, µM (highest dose often 115 µM), for the others: top-dose activity change, negative = inhibition, hits mostly inhibitors;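 also: potency is read from the fitted curve at half-maximal effect; plate controls were vehicle for no effect and positive control for full effect; nearly all actives have a fitted effect of over 50% in size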
WRN helicase inh – WRN helicase (human) inhibition; Q14191; WRN helicase unwinding, fluorescent forked duplex, kinetic; Potency, µM (doses to about 114 µM), inactives show top-dose activity change, negative = inhibition, actives largely listed as inhibitors; actives 0.46% (n = 360,000); also: potency is read from the fitted curve at half-maximal effect; % is scaled to controls: 0 for no effect and ±100 for the full control effect; nearly all actives have a fitted effect of over 55% in size
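WRN at 20 nM final was preincubated with compound for 15 min at room temperature; reaction started with 100 nM forked duplex oligonucleotide carrying fluorophore and quencher plus 2 mM ATP (final). Unwinding followed kinetically by red fluorescence (ex 525/em 598 nm).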
* = called active by the depositor; ? = inconclusive; . = no result given; & = joins results of further samples; [ ] = remark or other dose. Unless noted, calls follow the shape of the dose curve; as a rule, active = well fitted curve in the direction sought with a large enough effect; inconclusive = small, poorly fitted or top-dose-only effect, or another doubt; inactive = no such curve, though single readings can be large; an effect the other way counts as inactive or inconclusive. The order is random; any-hit rate near 4.1%.

smiles	PI5P4K alpha inh	FUS suppressor	EPAC1 ag	IL-2 act	PLK1 PBD block	Abeta yeast res	EPAC1 antag	WRN helicase inh
C[C@@H]1CN([C@@H](C)CO)S(=O)(=O)c2ccc(Br)cc2O[C@@H]1CN(C)Cc1ccccn1	-3	-1%	13%	0.9	-8%	10%	-3%	-10%
O=c1c2ccccc2[nH]c(=S)n1C1CCCCC1	-1	-14%	7%	0.4	2%	0%	-13%	-5%
COc1ccc(Br)cc1CNC(=O)C1CCCN(S(C)(=O)=O)C1 (stereo unspecified)	.	6%	-6%	-1.4	2%	3%	7%	-1%
COc1ccccc1NC(=S)N(Cc1cccnc1)Cc1ccco1	-8	14%	8%	-1.0	-4%	9%	-19%	-5%
C=CCNC(=O)/C(C#N)=C\c1cc(Cl)c(O)c(OCC)c1	-59*	.	-10%	-0.6	5%	8%	5%	-11%
CC(C)(C)c1cc(C(=O)NCc2ccccc2)ccn1	.	35%	1%	-1.7	0%	18%	17%	6%
CN(C)C1=NC[C@H](Cc2ccccc2)N1CC1CCC(C(C)(C)C)CC1 (stereo partly specified)	1	-12%	14%	-0.3	-14%	2%	-8%	1%
O=C(NCC(=O)N1CCN(C(=O)c2ccco2)CC1)c1ccc(Cl)cc1	-3	14%	5%	-2.1	-6%	-6%	0%	1%
COc1ccc(N2C(=O)CC(N3CCN(c4ccc(C(=O)c5cccnc5)cc4)CC3)C2=O)cc1 (stereo unspecified)	.	24%	3%	-2.5	-1%	9%	1%	-9%
CCOC(=O)CN1C(=O)NC2(CCCc3ccccc32)C1=O (stereo unspecified)	-1	3%	-1%	-0.1	-7%	3%	-5%	1%
COc1cc(C(=O)NCCSc2ccc(F)cc2)cc(OC)c1OC	1	-27%	5%	-3.5	-12%	-3%	-10%	0%
O=S(=O)(c1ccc(NC(=S)Nc2ccc3c(c2)OCO3)cc1)N1CCOCC1	-11	.	2%	0.6	-30%	-6%	0%	-5%
O=C(C1CCN(c2nnc(-n3cccc3)s2)CC1)N1CCCCC1	2	27%	7%	-2.2	-9%	-15%	-2%	0%
COc1cc(/C=N/NC(N)=S)cc(Br)c1OCc1ccccc1F	-2	.	0%	-5.8	-4%	21%	?	-14%
COc1ccc(CCCc2nnc(SCC(=O)Nc3ccc(OC)cc3)o2)cc1	-6	29%&-7%	8%	0.9	1%	1%&-3%	20%	2%
O=C1CCC/C(=N\NC(=O)COc2ccc(Cl)cc2)C1	1	18%	-2%	0.3	-6%	12%	-10%	1%
C=CCc1c(C)[nH]c(=O)[nH]c1=O	2	-7%	-7%	0.3	9%	-9%	3%	1%
COc1ccc(C(CCNC(C)c2ccccc2)c2ccc(F)cc2)cc1 (stereo unspecified)	10	.	0%	-0.5	-11%	?	?	-6%
CC(NC(=O)COC(=O)c1cc2ccccc2cc1O)c1ccccc1 (stereo unspecified)	2	5%	-13%	-4.9	-11%	-1%	-24%	12%
COc1cccc(CN2CCC(Oc3ccc(C(=O)N4CCCCC4)cc3)CC2)c1	1	9%	9%	0.6	-21%	-7%	-12%	9%
CC(c1ccccc1C(O)(c1ccccc1)c1ccccc1)N(C)C (stereo unspecified)	-6	-18%	-7%	0.8	-4%	2%	-24%	6%
Cc1cc(C(=O)OCC(=O)NC2CCCC2)c2ccccc2n1	1	3%	5%	-0.3	-1%	17%	-4%	4%
C[C@@H]1CN([C@H](C)CO)C(=O)CCCn2nncc2CO[C@H]1CN(C)Cc1cccc2c1OCCCO2	-5	26%	6%	0.2	-4%	3%	?	-1%
COc1ccc(CCNC(=O)c2ccc3nc(N4CCCCC4)sc3c2)cc1OC	4	-3%	-9%	-4.0	-4%	-5%	-8%	0%
O=C(Nn1cnnc1)c1ccccc1CCc1ccccc1	10	20%	-4%	0.1	-4%	0%	3%	-1%
CC1(C)C=Cc2c(c3ccccc3[nH]c2=O)O1	-9	-6%	-16%	-1.6	-2%	13%	5%	-3%
Cc1ccc(NC(=O)C(C)N2C(=O)c3ccccc3C2=O)cc1C (stereo unspecified)	0	-20%	5%	-1.7	-11%	2%	-13%	-3%
O=C(c1ccc(-c2cc(Cl)ccc2Cl)o1)N1CCOCC1	-1	-11%	8%	-2.2	-4%	0%	-15%	3%
COc1ccc(-c2noc(CN3CCOCC3)n2)cc1OC	-4	-19%	5%	0.9	-5%	11%	-12%	-6%
COc1ccc(Cc2nnc(NC(=O)c3ccco3)s2)cc1OC	1	-11%	3%	1.4	-10%	-7%	-6%	0%
COC(=O)Cn1c(CN2CCN(c3ccc(F)cc3)CC2)nc2c1c(=O)n(C)c(=O)n2C	0	-13%	4%	-3.7	2%	4%	21%	7%
CC1(C)CC(=O)c2cc(C(=O)N3CCCC(C)(C)C3)c(=O)n(-c3ccccc3)c2C1	-2	-8%	5%	1.6	4%	7%	-3%	0%

A section from the list above, as a working copy:
smiles	PI5P4K alpha inh	FUS suppressor	EPAC1 ag	IL-2 act	PLK1 PBD block	Abeta yeast res	EPAC1 antag	WRN helicase inh
O=C(Nn1cnnc1)c1ccccc1CCc1ccccc1	10	20%	-4%	0.1	-4%	0%	3%	-1%
CC1(C)C=Cc2c(c3ccccc3[nH]c2=O)O1	-9	-6%	-16%	-1.6	-2%	13%	5%	-3%

Remaining list, next part.
smiles	PI5P4K alpha inh	FUS suppressor	EPAC1 ag	IL-2 act	PLK1 PBD block	Abeta yeast res	EPAC1 antag	WRN helicase inh
CCN(c1ccccc1)S(=O)(=O)c1ccc(OCc2c(C)noc2C)cc1	-4	22%	4%	-0.7	-6%	16%	-23%	-2%
COC1CCCN(C(=O)c2ccc(OC3CCN(CCc4ccccc4)CC3)cc2)C1 (stereo unspecified)	3	-1%	-9%	-0.9	6%	-1%	-26%	9%
COc1ccc(CCNC(=O)c2cc(S(=O)(=O)N3CCCCC3)c[nH]2)cc1OC	3	16%	-7%	-0.9	1%	-8%	21%	5%
CC(C)CN1C(=O)c2ccc(C(=O)Nc3ccccc3C(=O)O)cc2C1=O	-64*	14%	3%	-0.3	24µM*	-17%	-10%	-2%
CCCCC(NC(=O)c1ccc(Cl)cc1)C(=O)O (stereo unspecified)	.	-8%	-6%	0.6	-2%	5%	7%	-13%
O=C1CCc2cc(Br)ccc2O1	6	.	-10%	2.5	-2%	-15%	1%	-16%
CN1C(=O)CC(c2ccccc2)C1=O (stereo unspecified)	-2	-46%	-18%	0.8	2%	9%	-2%	3%
CCOC(=O)c1cc(CC)sc1NC(=O)CN1CCN(C(=O)c2ccco2)CC1	-7	?	-8%	-1.6	?	-34%[inhibitor]	-22%	-18%
CCN(CC)c1ccc(S(=O)(=O)N2CCOCC2)cc1NC(=O)CSc1nncs1	0	36%	4%	7.7	-10%	-9%	-2%	-8%
Cc1c(C(=O)NCCCN2CCCCC2)oc2ccc3c(c12)C(O)CC1(CCCCC1)O3 (stereo unspecified)	0	-14%	-15%	-1.0	7%	-16%	12%	5%
CC1(C)C2CCC1(CS(=O)(=O)N1CCN(c3ccc(F)cc3)CC1)C(=O)C2 (stereo unspecified)	-5	-6%	10%	1.2	-5%	2%	15%	0%
CC(=O)Nc1ccc(C(=O)N(C)C(C(=O)Nc2ccc(C)cc2)c2ccccn2)cc1 (stereo unspecified)	-3	1%	0%	-0.6	2%	29%	2%	-2%
COc1cccc(OCC(O)CN(CCO)Cc2ccccc2)c1 (stereo unspecified)	-5	-24%	-2%	-2.7	-7%	-10%	-1%	-23%[57.1 µM]
CC(C)OCCCNC(=O)C(=O)N/N=C/c1ccc(OCc2ccccc2)cc1	-4	9%	-12%	-2.0	5%	3%	-19%	6%
CCOC(=O)C1CCCN(Cc2cccc(Cl)c2)C1 (stereo unspecified)	.	7%	2%	-0.4	0%	-6%	1%	11%
CC(=O)c1cc(C)ccc1OC(=O)c1cccnc1	-11	-21%	-8%	-0.4	-5%	10%	?	-32%[57.1 µM]
CCN(CC)S(=O)(=O)c1cc(NS(=O)(=O)c2ccccc2)ccc1C	0	1%	6%	-2.4	-8%	-5%	-10%	-4%
CCCn1c(N)c(Br)c(=O)[nH]c1=O	-17	7%	11%	-2.5	?	2%	-12%	6%
COCCCN1C(=O)C(=O)/C(=C(/O)c2ccc(OC)cc2)C12C(=O)N(C)c1ccccc12 (stereo unspecified)	1	-1%	16%	-1.9	-6%	2%	-5%	6%
CCc1cc(=O)n2[nH]c(C)c(-c3ccccc3OC)c2n1	0	-4%	10%	-2.7	-17%	-2%	-11%	6%
CCN1C(=O)[C@H]2[C@@H](c3ccc(-c4ccccc4)c(OC)c3)N[C@@](CC(C)C)(C(=O)OC)[C@H]2C1=O	5	33%	-7%	-0.5	-17%	0%	?	-5%
COc1ccc(S(=O)(=O)N(CC(=O)NCc2ccncc2)c2ccc(C)cc2)cc1Br	1	4%	-10%	-0.1	-6%	12%	-10%	8%
O=C1OCCN1c1c(-c2ccccc2)c(N2CCOCC2)nc2ccccc12	3	-17%	-17%	-2.8	-5%	-13%	-6%	-5%
N#CCCN(Cc1cccs1)C(=O)c1ccc(Cl)cc1	1	5%	-1%	1.1	0%	-4%	-10%	-4%
COC(=O)c1ccc(COc2cc(C)ccc2C)o1	-2	-31%	1%	-0.6	-20%	1%	-8%	-4%
Cc1ccc(NS(=O)(=O)c2ccc(C)c(NC(=O)COc3ccc4ccccc4c3)c2)c(C)c1	-2	?	-5%	-3.2	?	?	-12%	-8%[57.1 µM]
Cc1ccc(-c2nc(C#N)c(NCCCn3ccnc3)o2)cc1	1	16%	0%	-0.8	-3%	-4%	-25%	-10%
CC(=O)c1c(C)nc(-c2ccc(Cl)cc2Cl)n1O	-7	-26%	4%	-1.5	-8%	-14%	12%	-30%[57.1 µM]
CCOC(=O)c1cc([N+](=O)[O-])sc1N	-6	20%	0%	-3.7	8%	7%	-1%	0%[57.1 µM]
Cn1cnc([N+](=O)[O-])c1S(=O)(=O)c1cccc(Cl)c1	-1	-18%	9%	-0.7	?	-47%[inhibitor]	1%	-27%
C#C[C@]1(O)CC[C@H]2[C@@H]3CCC4=Cc5oncc5C[C@]4(C)[C@H]3CC[C@@]21C	1	-35%	-20%	-0.2	4%	5%	4%	7%
